# RTF Ca sens inh = cardiac RTF calcium desensitization | 0.12% of 340,000 active | P19429+P45379 | AID 493244 | IANBD-labeled cardiac RTF, Ca2+ fluorescence | inhibition, % at 7.15 µM;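 active = inhibition above the mean inhibition of all tested compounds plus 3 SD, cut at about 17% in these data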;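 also: assay run at fixed EC70 calcium of 1.6 mM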
# Keap1-Nrf2 PPI = inhibitors of human Keap1-Nrf2 protein-protein interaction; inhibition, % at 9.4 µM; 0.15% of 340,000 active; Q14145; Keap1 Kelch-Nrf2 peptide fluorescence polarization, 1536-well; in the data active = inhibition above about 12%;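 also: human Keap1 Kelch domain with fluorescein labeled Nrf2 9mer peptide probe; 0% = neutral control wells and 100% = peptide positive control; higher means more block of Keap1 binding to Nrf2 peptide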
# SR-BI DiI-HDL act = SR-BI HDL lipid transfer activation; CHO ldlA[mSR-BI] cells, DiI-HDL uptake fluorescence, 3 h; 100 = double the neutral-control signal; activation, % at 12.5 µM; 0.096% of 320,000 active; AID 504775;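 active = mean replicate activation of at least 60% and every replicate at or above 60%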;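 also: 0% = median plate neutral-control signal and 100% = twice that signal; values of inactives mirror those of a sister screen read the other way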
#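 Assay system: LDL receptor-deficient CHO ldlA cells overexpressing murine SR-BI / Medium: BSA-supplemented, HEPES-buffered Ham's F12, pH 7.4 / Probe or stimulus: DiI-labelled HDL at 10 µg/mL final / Timing: compound with DiI-HDL co-incubation, 3 h at 37 °C / Technique: bottom-read cell fluorescence after medium removal, ex 550/em 595 nm / Measure: HDL uptake via cellular fluorescence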
# cardiac RTF act = increases calcium sensitivity of human cardiac regulated thin filaments; 0.24% of 340,000 active; IANBD-labeled TnC RTF fluorescence at EC20 calcium; 0% EC20 calcium, 100% full calcium; P19429+P45379; activation, % at 7.2 µM;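 active = activation above the mean over all tested compounds plus 3 SD, cut at about 30% in these data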;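 also: rise in fluorescence read as greater calcium sensitivity of cardiac thin filaments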
# CAL PDZ FP-1 = inhibitors of human CAL PDZ peptide binding. 0.92% of 300,000 active. inhibition, % at 24.9 µM. purified CAL PDZ, TMR-peptide fluorescence polarization, 1 h. Q9HD26. AID 602252;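 active = mean inhibition of at least 30% with at least half of replicates also reaching 30%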;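 also: 0% = DMSO neutral control and 100% = excess unlabeled competitor peptide PRC23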
# PKA-R2B activ = PKA-R2B complex activation. AID 504700. activation, % at 11.4 µM. 0.079% of 340,000 active. P22694+P31323. PKA-R2B holoenzyme dissociation, Cy5-IP20 fluorescence polarization; R2B truncated from residue 108, S112A mutant; 0% DMSO only, 100% 113 µM cGMP;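 active = activation above a cutoff set at the mean over all compounds plus 3 SD, cut at about 18% in these data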;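 also: higher means more holoenzyme dissociation and a rise in polarization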
# Rtt109 HAT inh = inhibitors of Candida albicans Rtt109/Vps75 histone acetyltransferase | Q5AAJ8 | purified Rtt109/Vps75, ThioGlo CoA-SH fluorescence, 4 h | inhibition, % at 34.9 µM | 0.16% of 330,000 active | AID 540336;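 active = inhibition of at least 50% in every replicate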
# Target sequence (Q5AAJ8 whole entry, looked up): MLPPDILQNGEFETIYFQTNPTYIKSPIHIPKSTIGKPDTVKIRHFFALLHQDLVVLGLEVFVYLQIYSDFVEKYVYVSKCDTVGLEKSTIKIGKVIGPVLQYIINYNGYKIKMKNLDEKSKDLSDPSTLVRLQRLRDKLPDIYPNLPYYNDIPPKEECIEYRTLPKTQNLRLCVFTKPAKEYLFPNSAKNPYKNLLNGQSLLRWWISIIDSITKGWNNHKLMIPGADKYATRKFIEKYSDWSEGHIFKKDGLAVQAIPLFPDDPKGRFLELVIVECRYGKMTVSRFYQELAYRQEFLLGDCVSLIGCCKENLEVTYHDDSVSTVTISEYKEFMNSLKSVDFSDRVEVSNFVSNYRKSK
# DAGLB inhibitor = diacylglycerol lipase beta (human) inhibition. inhibition, % at 5.17 µM. HEK293T DAGLB membrane lysate, EnzChek fluorogenic substrate. AID 504411. 0.059% of 340,000 active. Q8NCG7; in the data active = inhibition above about 34%;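 also: 0% = enzyme with vehicle and 100% = wells lacking enzyme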
# Target sequence (Q8NCG7 whole entry, looked up): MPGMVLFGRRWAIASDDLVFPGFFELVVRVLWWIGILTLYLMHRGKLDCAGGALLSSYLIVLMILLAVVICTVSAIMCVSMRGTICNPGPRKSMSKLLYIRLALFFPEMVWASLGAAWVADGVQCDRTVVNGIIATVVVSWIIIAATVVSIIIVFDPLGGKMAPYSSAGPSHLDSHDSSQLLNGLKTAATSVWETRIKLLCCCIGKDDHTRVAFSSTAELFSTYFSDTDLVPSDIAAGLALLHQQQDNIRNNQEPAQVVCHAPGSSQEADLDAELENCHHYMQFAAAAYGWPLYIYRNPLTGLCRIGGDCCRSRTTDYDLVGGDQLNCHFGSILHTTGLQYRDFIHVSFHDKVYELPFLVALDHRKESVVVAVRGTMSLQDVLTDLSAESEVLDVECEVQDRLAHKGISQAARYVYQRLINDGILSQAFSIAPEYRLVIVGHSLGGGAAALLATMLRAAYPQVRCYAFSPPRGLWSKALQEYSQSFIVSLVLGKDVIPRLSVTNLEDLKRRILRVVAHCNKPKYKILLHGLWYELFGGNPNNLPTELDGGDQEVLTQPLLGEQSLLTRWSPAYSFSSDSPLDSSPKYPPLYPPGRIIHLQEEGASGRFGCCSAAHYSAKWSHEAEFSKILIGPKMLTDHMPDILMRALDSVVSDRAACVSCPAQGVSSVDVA
# C-LANA FP = blocks KSHV LANA C-terminal domain binding to DNA | MBP-C-LANA/FAM-LBS DNA binding, fluorescence polarization | inhibition, % at 9 µM | 0.078% of 340,000 active;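 active = highest replicate inhibition at or above 60% at 9 µM, even if other replicates fall short; inactive = all replicates below 60% inhibition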;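 also: 0% = neutral control wells and 100% = 4 µM acridine orange control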
# CAL PDZ FP-2 = human CAL PDZ-peptide interaction inhibition. Q9HD26. purified CAL PDZ, TMR-peptide fluorescence polarization, 1 h. inhibition, % at 20 µM. 0.02% of 330,000 active. AID 504414;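 active = highest replicate inhibition of at least 40%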;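 also: plate controls were DMSO neutral control wells for no effect and unlabeled competitor peptide control wells for full effect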
#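 Control set: unlabelled peptide and DMSO controls / Material: purified CerCALP PDZ construct / Timing: 1 h incubation at room temperature before polarization reading / Doses: 20 µM, one dose / Detection: fluorescence polarization (mP)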
# An asterisk follows results filed as active; · = not tested or not shown.
# The line under a structure holds: RTF Ca sens inh	Keap1-Nrf2 PPI	SR-BI DiI-HDL act	cardiac RTF act	CAL PDZ FP-1	PKA-R2B activ	Rtt109 HAT inh	DAGLB inhibitor	C-LANA FP	CAL PDZ FP-2
- COc1cc2oc(=O)c(CC(=O)N3C[C@H]4C[C@@H](C3)c3cccc(=O)n3C4)c(C)c2cc1Cl
    -3	-2	13	-5	-1	5	-11	-1	-0.5	0.6
- Clc1ccc(C(c2ccccc2)c2ncc[nH]2)cc1 (stereo not drawn)
    -5	-1	5	7	-6	2	-5	-1	1.1	-0.1
- CCn1cc(C(=O)NCc2ccccc2)c2ccccc21
    4	-2	-30	3	4	-11	6	-3	-0.7	-0.9
- COC(=O)C1=C(c2ccc(-c3ccccc3)c(F)c2)C[C@@H]2CC[C@H]1N2C(=O)NCc1cccc2ccccc12
    3	0	-28	4	-3	-6	3	-18	-0.5	0.2
- Cn1c(O)c(/C=C2\C=Nc3ccc(Br)cc32)c(=O)n(C)c1=O
    -4	-3	1	-4	-1	-8	-14	-1	-3.3	-0.7
- CC1(C)CN=C(NCc2ccccc2)S1
    4	3	26	8	8	0	5	-1	-5.2	1.1
- CC12C=CC(=O)C=C1CCC1C2C(=O)CC2(C)C(=O)CCC12 (stereo not drawn)
    1	3	9	-1	-4	-9	-1	0	-2.6	-1.1
- CN(C(=O)CN1CC=C(c2ccccc2)CC1)c1c(N)n(Cc2ccccc2)c(=O)[nH]c1=O
    -1	-5	17	-1	1	-1	-3	0	0.5	-1.0
- COP(=O)(OC)C(NC(=O)c1ccc(C)cc1)C(Cl)(Cl)Cl (stereo not drawn)
    -7	5	7	0	0	-4	1	-4	1.0	-0.6
- Oc1cc(Cl)ccc1Oc1ccc(Cl)cc1Cl
    3	-3	-20	-2	-5	3	-9	-5	0.1	0.5
- CCC(C)NS(=O)(=O)c1ccc(OCC(=O)N2CCN(CC)CC2)cc1 (stereo not drawn)
    -2	-5	17	1	-1	-11	2	0	0.0	0.4
- CC(C)c1cccc(C(C)C)c1O
    1	-2	-4	3	10	1	-1	2	0.1	-1.0
- COC(=O)C1=C(c2ccc(S(C)(=O)=O)cc2)C[C@@H]2CC[C@H]1N2C(=O)NC(C)C
    8	-3	20	7	1	-8	-2	6	2.1	-1.0
- CC(C)n1c(O)c(C=NCc2cccnc2)c(=O)[nH]c1=S
    -5	0	19	0	2	-10	-7	1	0.8	-0.9
- Clc1cccc(C2NCc3ccccc3-n3cccc32)c1 (stereo not drawn)
    -5	0	18	0	-4	-10	-1	-4	2.4	0.5
- O=C(c1ccc(F)c([N+](=O)[O-])c1)N1CC2CC(C1)c1cccc(=O)n1C2 (stereo not drawn)
    -16	-2	11	-1	-1	5	5	0	0.6	0.9
- C/C=C1/CN2C3CC1C(CO)(C(=O)OC)C2Cc1c3n(C)c2ccccc12 (stereo not drawn)
    -6	0	7	9	0	-5	6	-1	-0.3	0.7
- COc1ccc(C(CC(=O)N2CCC3(CC2)OCCO3)NS(=O)(=O)c2ccc(F)cc2)cc1 (stereo not drawn)
    -3	2	29	-1	·	2	-3	3	0.4	-1.3
- COc1ccccc1OCC#CCN1CCOCC1
    -10	-5	9	7	·	-3	3	1	0.1	-1.0
- CCOC(=O)c1c(N)n(Cc2ccccc2)c2nc3ccccc3nc12
    5	5	-1	0	-3	7	-37	3	-2.4	-0.4

# Two entries drawn at random from those above, as already listed:
# The line under a structure holds: RTF Ca sens inh	Keap1-Nrf2 PPI	SR-BI DiI-HDL act	cardiac RTF act	CAL PDZ FP-1	PKA-R2B activ	Rtt109 HAT inh	DAGLB inhibitor	C-LANA FP	CAL PDZ FP-2
- Cn1c(O)c(/C=C2\C=Nc3ccc(Br)cc32)c(=O)n(C)c1=O
    -4	-3	1	-4	-1	-8	-14	-1	-3.3	-0.7
- CCOC(=O)c1c(N)n(Cc2ccccc2)c2nc3ccccc3nc12
    5	5	-1	0	-3	7	-37	3	-2.4	-0.4

# Additional entries:
# The line under a structure holds: RTF Ca sens inh	Keap1-Nrf2 PPI	SR-BI DiI-HDL act	cardiac RTF act	CAL PDZ FP-1	PKA-R2B activ	Rtt109 HAT inh	DAGLB inhibitor	C-LANA FP	CAL PDZ FP-2
- CCCCn1c(O)c(C(C)=Nc2c(C)n(C)n(-c3ccccc3)c2=O)c(=O)[nH]c1=O
    -3	-3	27	-2	-5	-1	5	-3	1.5	-0.1
- CSc1ccc(CN2CCN(Cc3ccccc3Cl)CC2)cc1
    0	0	2	-4	2	-7	-15	-6	2.0	-2.5
- C/C(=N\NC(=O)c1ccncc1)c1c(O)n(Cc2ccccc2)c(=O)[nH]c1=O
    -1	1	2	-2	-2	6	13	4	-2.5	-4.5
- Cc1ccccc1CS(=O)(=O)Cc1ccc(C(=O)N2CCC3(CC2)OCCO3)o1
    -18	-2	9	-2	0	4	-21	2	-1.3	-3.8
- Cc1ccsc1C(=O)C1CCCN(Cc2cnn(C(C)C)c2)C1 (stereo not drawn)
    3	2	5	6	-2	-1	·	-1	-0.1	-3.0
- O=C1NC(=O)N(c2ccc(Cl)cc2)C(=O)/C1=C\c1ccc(Sc2nc3ccccc3[nH]2)o1
    -30	-14	6	7	0	2	19	22	2.6	-2.4
- CCCC1(CC(C)C)C(=O)NC(=S)NC1=O
    -4	5	6	-2	-1	1	-7	-1	-10	1.0
- CCCCN1C(=O)/C(=C/c2ccc(N(C)C)cc2)C(=O)N(Cc2ccco2)C1=O
    -47	-31	26	11	-2	4	-3	13	0.6	-0.5
- COc1ccc(OC)c(C(c2c(O)c3ccccc3oc2=O)c2c(C)n(C)n(-c3ccccc3)c2=O)c1 (stereo not drawn)
    5	0	·	-5	6	5	3	-1	0.1	-0.4
- CC(C)(C)C(=O)O[C@H]1CC[C@@]2(C)C(=CC(=O)C3C2CC[C@]2(C)C(=O)[C@H](O)CC32)C1 (stereo partly drawn)
    -6	2	41	-3	-8	6	-8	1	-0.1	-0.2
- CCn1cc(C=C2C(=O)NC(=O)NC2=O)c2ccccc21
    -4	21*	1	1	2	5	3	2	29	-1.6
- N#Cc1ccccc1Cn1cc(C(=O)C2CC2)c2ccccc21
    -7	0	-1	-2	-4	-8	8	-3	0.6	1.4
- COc1ccccc1OCCCn1cc(C(=O)C2CC2)c2ccccc21
    -22	-2	-62	10	2	7	4	-6	-1.4	-1.1
- Cc1ccc(N2C(=O)NC(=O)/C(=C\c3ccc(N4CCOCC4)cc3)C2=O)cc1
    3	-2	21	8	1	-1	14	0	0.0	0.1
- Cc1cc(C(=O)CS(=O)(=O)c2ccc(F)cc2)cc(C)c1OC(=O)N(C)C
    -6	-6	-5	3	1	-5	-13	2	-0.1	-2.2
- Cc1ccc(CN2CCC3CCC(C3)C2)c(O)c1 (stereo not drawn)
    5	0	14	-5	3	-3	-4	-3	3.5	-0.8
- CN(C)C1=NC(N(C)C)=NP(N(C)C)(N(C)C)=N1
    6	-2	15	-2	35*	-11	0	-1	1.8	-1.5
- O=P(c1ccccc1)(c1ccccc1)N1CCCCC1
    4	-1	9	3	-3	-3	0	-2	0.4	-1.4
- CCOc1ccc(-n2c(O)c(N=Nc3ccc([N+](=O)[O-])cc3)c(=O)[nH]c2=O)cc1
    -9	-2	4	2	·	1	-3	4	-0.7	-1.0
- CC(C)CN1CCN(Cc2ccc(F)cc2Cl)CC1CCO (stereo not drawn)
    -6	-4	·	6	-1	-4	6	-3	0.3	-2.3
- CNCCc1ccc(OC)c(OC)c1
    -4	2	-1	0	4	1	8	-2	0.8	0.5
- O=[N+]([O-])c1cccc(CN2CCN(Cc3ccc(Cl)cc3)CC2)c1
    -9	-5	1	5	-6	1	-17	-6	-0.6	-0.5
- Cc1ccc(OCC(=O)N2CCN(C3CCC(c4ccccc4)CC3)CC2)cc1 (stereo not drawn)
    -13	3	12	0	-5	5	6	-10	-4.5	-0.7
- Cc1cccc(CNCCc2c[nH]c3ccccc23)c1
    -6	-4	5	3	·	-9	-4	0	0.6	0.5
- O=c1[nH]c(=O)n(Cc2ccco2)c(O)c1/C=N/N1CCCCC1
    5	-6	14	3	-4	12	2	1	-1.3	-0.7
- N#Cc1cc2c(nc1SCC(=O)Nc1cc(Cl)ccc1Cl)C1CCN2CC1
    -12	-3	2	4	0	-13	-7	-2	-0.2	-2.1
- CCOC(=O)C1(CCc2ccccc2)CCN(Cc2ccc(NC(C)=O)cc2)CC1
    2	-4	4	4	-1	2	2	0	3.0	-0.1
- Cn1ccc(NC(=O)CCl)n1
    1	-2	42	3	-4	-10	0	1	2.2	0.0
- CC#CP(=O)(OC)C(O)(CF)c1ccccc1 (stereo not drawn)
    0	-3	11	-5	-2	-10	·	1	0.6	-2.0
- COc1cc(C2c3cc(O)c(OC)cc3CC3C(=O)OCC32)ccc1O (stereo not drawn)
    2	-8	-7	-2	-1	-1	-7	-1	3.5	-0.1
- CC1(C)C2([N+](=O)[O-])CN3CN(C2)CC1([N+](=O)[O-])C3
    -3	-3	5	4	-2	-13	-1	-2	-0.3	-0.2
- CCCCCCN=C(CC)c1c(O)n(CCCC)c(=O)[nH]c1=O
    -3	-5	4	2	1	0	-14	2	0.3	-0.7
- Cc1cccc(-n2c(O)c(C=NC34CN5CN(CN(C5)C3)C4)c(=O)[nH]c2=O)c1
    -4	2	25	-6	-1	-5	·	0	-1.6	-1.3
- COC(=O)C1=C(c2ccccc2OCc2ccccc2)C[C@@H]2CC[C@H]1N2C(=O)NCc1cccc(F)c1
    -4	0	-23	3	-4	-8	5	-8	0.8	-1.5
- CC(=O)N1N=C(c2cccnc2)OC1c1ccccc1Cl (stereo not drawn)
    -2	2	14	8	-11	-1	0	-1	-0.2	0.3
- CCCCC1(CCC)C(=O)NC(=S)NC1=O
    -5	1	6	1	-3	6	-3	-2	·	0.2
- C=CCN1CCC2(C)c3cc(O)ccc3CC1C2C (stereo not drawn)
    11	0	-11	0	-1	2	11	5	1.2	-0.5
- CC1=Nc2cc(C(=O)N3CCC4(CC3)OCCO4)ccc2Sc2ccc(Cl)cc21
    -4	0	-19	6	0	-14	2	0	-0.6	-1.7
- C[C@]12CC[C@H](N)CC1=CCC1C2CC[C@@]2(C)C1CC[C@@H]2O (stereo partly drawn)
    2	-5	6	0	-4	7	-2	1	-1.1	-1.4
- CC(=O)N1N=C(c2c(O)n(C)c(=O)n(C)c2=O)CC1c1ccccc1 (stereo not drawn)
    0	0	-4	1	-4	5	-7	2	-0.7	-0.3
- C/C=C1/C[N+]2(C)CCC34C(=C(C=O)[C@H]1C[C@@H]32)Nc1ccccc14 (stereo partly drawn)
    1	1	5	-1	1	-1	-9	0	-2.8	0.3
- C(=NC12CN3CN(CN(C3)C1)C2)c1cccnc1
    3	1	10	-6	-2	0	14	-2	0.6	-0.9

# Screens from PubChem.

# The list is partial. The share of hits here may be higher or lower than overall.
